High-throughput results from PubChem BioAssay.
Casp7 inh: allosteric or competitive inhibitors of human caspase-7. recombinant caspase-7, Ac-DEVD-AFC fluorescence rate. 75,000 tested, 0.02% active. Potency, µM (highest dose often 57.5 µM), for inactives: at the highest dose activity change, negative = inhibition, most hits filed as inhibitors. AID 889; active = well fitted inhibition curve with a large enough effect in the main read-out, with a control signal flat, not every such curve was filed as active; inconclusive = small, poorly fitted or top-dose-only effect, or a change in a side signal; note: potency is the fitted concentration of half-maximal effect; % of control where 0% means no effect
USP2a inh: USP2a (human) protease inhibition. O75604. USP2a enzymatic assay, qHTS inhibition. Potency, µM (series often up to 38.3 µM), for the others: at the top dose activity change, negative = inhibition, actives largely listed as inhibitors. 60,000 tested, 0.1% active;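 note: potency is the fitted concentration of half-maximal effect; nearly all actives have a fitted effect of over 60% in size; plate controls were DMSO for no effect and NEM full inhibition control for full effect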
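Inhibition is measured in a cell-free coupled assay with 20 nM USP2 core, 20 nM Ub-PLA2 and 20 uM NBD C6-HPC, 2.5 h incubation. Activity normalized to NEM control.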
HEK293 cAMP ctrl: parental HEK293 cAMP activation (counter-screen); parental HEK293 CNG cAMP sensor, membrane potential fluorescence; Potency, µM (top dose mostly 57.1 µM), for the others: at the top dose activation, usual class: activators; 73,000 tested, 2.5% active; note: potency is the fitted concentration of half-maximal effect; % of control where 0% means no effect; nearly all actives have a fitted effect of over 55% in size
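Counterscreen for endogenous-receptor signalling: CNG-channel HEK 293 cells report cAMP rise by membrane depolarization. After 60 min dye equilibration with 100 uM RO 20-1724, compounds incubated 30 min before bottom-read fluorescence at 590 nm.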
BRCT inh green: blocks human BRCA1 BRCT binding to phosphopeptide, green readout; P38398; BRCA1 BRCT-phosphopeptide binding, green fluorescence polarization; Potency, µM (titrated, usually from 76.9 µM), for inactives: top-dose activity change, negative = inhibition, usual class: inhibitors; 75,000 tested, 0.05% active;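 note: potency is the fitted concentration of half-maximal effect; plate controls were peptide without protein for full effect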
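Fluorescence polarization: His-tagged BRCT (~35 kDa BRCA1 C-terminus, 250 nM) bound to 100 nM fluorescein-labeled phosphorylated 10-aa BACH1 peptide, pH 7.3 phosphate buffer with DTT and Tween 20. Compounds incubated 12 min at room temperature; inhibition read as lowered polarization.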
4-MU autofl: compound fluoresces in the 4-MU spectral region | compound autofluorescence, 340/450 nm, 4-MU equivalents; hits give high values | max dye-equivalent concentration, M | 59,000 tested, 11% active | AID 589; in the data active = max dye-equivalent concentration above about 10 nM; inconclusive = mostly about 1.1 nM to 9.6 nM
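Compounds in 100 mM Tris, pH 8.0, sat 15 min at room temperature before fluorescence was read at 340 nm excitation/450 nm emission; a per-plate six-point 4-MU standard curve converted signals to dye-equivalent concentration at each compound concentration.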
A350 fluor: compounds fluorescent in Alexa 350 spectral region; max dye-equivalent concentration, M; AID 590; 59,000 tested, 11% active; Compound autofluorescence, 340/450 nm, Alexa 350 dye-equivalents; hits give high values; in the data active = max dye-equivalent concentration above about 10 nM; inconclusive = mostly about 1.1 nM to 9.6 nM
BRCT inh red: disrupts BRCA1 BRCT binding to phosphoprotein, red fluorophore readout. P38398. 75,000 tested, 0.03% active. Potency, µM (top dose mostly 76.9 µM), inactives show at the highest dose activity change, negative = inhibition, most hits filed as inhibitors. BRCT-phosphopeptide binding, red fluorescence polarization; note: % is set by controls: 0 for no effect and ±100 for the full control effect
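Rhodamine-labelled pBACH1 10-mer (100 nM) bound to BRCT domain (100 nM) at pH 7.3; compounds incubated 12 min room temperature, polarization read. Free peptide defines full inhibition; unlabelled decapeptide titrated as control.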
Texas Red fluor: compound fluoresces in the Texas Red spectral region. 59,000 tested, 0.06% active. Compound fluorescence, Texas Red channel, 547/618 nm; hits give high values. max dye-equivalent concentration, M. AID 587; in the data active = max dye-equivalent concentration above about 10 nM; inconclusive = between about 1.1 nM and that limit
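Texas Red-region profiling: compounds in 100 mM Tris pH 8.0 were read at 547/618 nm after 15 min at room temperature. Intensities were normalized against a six-point Texas Red standard series to give dye-equivalent concentration.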
Fluorescein fluor: fluorescein region autofluorescence. Compound autofluorescence, 480/540 nm, fluorescein-equivalent; hits give high values. max fluorescein-equivalent concentration, M. 59,000 tested, 0.91% active. AID 593; in the data active = max fluorescein-equivalent concentration above about 10 nM; inconclusive = between about 1.1 nM and that limit
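Values reflect compound autofluorescence, normalized to fluorescein on the same plate and reported at each tested concentration. Conditions: 100 mM Tris pH 8.0, room temperature, 15 min, excitation 480 nm, emission 540 nm.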
Rhodamine autofl: compound autofluorescence in rhodamine spectral region; Rhodamine-region fluorescence, 547/598 nm, Tris buffer; hits give high values; max dye-equivalent concentration, M; 59,000 tested, 0.05% active; AID 594; in the data active = max dye-equivalent concentration above about 11 nM; inconclusive = between about 1.1 nM and that limit
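Intrinsic compound fluorescence, ex 547 / em 598 nm, CCD imager. Tris 100 mM pH 8.0; 15 min RT. Output = rhodamine dye-equivalent concentration at each compound concentration.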
Caspase-1 inhib: blocks human caspase-1 allosterically or competitively | P29466 | Caspase-1 enzyme, Ac-WEHD-AFC fluorogenic rate | Potency, µM (series often up to 57.5 µM), without a hit: top-dose activity change, negative = inhibition, hits mostly inhibitors | 75,000 tested, 0.03% active | AID 900;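 note: potency is the fitted concentration of half-maximal effect; plate controls were vehicle for no effect and no substrate for full effect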
* hit, by the source's call; i = inactive; ? = inconclusive; · = no result given; [ ] = dose if it differs, or a comment. Unless noted, calls come from the whole dose curve; as a rule, active = well fitted curve in the direction sought with a large enough effect; inconclusive = small, poorly fitted or top-dose-only effect, or another doubt; inactive = no such curve, though single readings can be large; an effect the other way counts as inactive or inconclusive. These rows are one share of the data; rates above refer to the full screens.

Each structure is followed by: Fluorescein fluor, Texas Red fluor, Caspase-1 inhib, BRCT inh green, Rhodamine autofl, HEK293 cAMP ctrl, USP2a inh, 4-MU autofl, A350 fluor, BRCT inh red, Casp7 inh
- CCOC(=O)C1C(=O)CC(C)(O)C(C(=O)OCC)C1c1cccs1 (stereo unspecified)
→ ·, ·, -4%, -1.8%, ·, 27%, 9%, ·, ·, 0.1%, -3%
- Cc1ccc(NC(=O)CN(C)S(=O)(=O)c2cccc3nsnc23)cc1C
→ i, ?, 7%, -2.3%, i, -12%, 10%, i, i, -0.1%, 0%
- CN1c2ccccc2N(C)C1c1ccc2c(c1)OCO2
→ i, i, -1%, -2.2%, i, 6%, -5%, i, ?, -1.2%, 0%
- O=C(CSc1n[nH]c(=O)[nH]c1=O)c1ccccc1
→ ?, ?, 2%, -1.3%, i, 1%, 1%, i, i, 0.9%, 0%
- C=CCOc1ccc(CNc2nn[nH]n2)cc1
→ i, ?, -1%, -2.7%, i, 22%, 25%, i, i, -0.9%, 2%
- COC(=O)C/C=C\[C@@H](C)[C@@H](/C=N\OC[C@@H](C)[C@H](OCc1ccccc1)C(C)C)OC
→ ·, ·, 0%[11.5 µM], -1.0%[15.4 µM], ·, 21%[11.4 µM], ·, ·, ·, 0.7%[15.4 µM], 1%[11.5 µM]
- COc1ccccc1NC(=O)N(Cc1ccco1)Cc1cc2ccc(C)c(C)c2[nH]c1=O
→ ?, i, ?, 2.2%, i, 16%, 34%[activator], i, i, -1.1%, -5%
- O=C1c2oc3ccccc3c(=O)c2C(c2ccc(Cl)cc2)N1c1ncccn1 (stereo unspecified)
→ ?, i, 0%, 0.3%, i, -3%, 2%, i, i, -1.2%, -2%
- Cc1cc(C(=O)NC(C)C2CCCO2)cs1 (stereo unspecified)
→ i, i, 2%, 0.7%, i, -1%, -12%, i, i, 0.8%, -3%
- COc1cc(OC)c(C(=O)Nc2ncn[nH]2)cc1OC
→ i, ?, 3%, -0.1%, i, -2%, 5%, i, i, 1.3%, 2%
- COC(=O)Cn1c(=N)n(CCN2CCCCC2)c2ccccc21
→ i, i, -1%, 0.3%, i, 26%, 1%, i, i, -0.1%, 2%
- CC1CC(C)CN(C(=O)COC(=O)CNS(=O)(=O)/C=C/c2ccccc2)C1 (stereo unspecified)
→ ?, ?, 2%, -0.2%, i, 5%, 9%, i, i, -0.5%, -3%
- CC(C)CN(C(=O)COC(=O)c1cc2ccccc2oc1=O)C1CCS(=O)(=O)C1 (stereo unspecified)
→ ?, i, 2%, -0.2%, i, ?, 6%, 5.6e-08M*, 8.1e-08M*, 1.0%, -7%
- O=C(Nc1nc2ccccc2n1CCN1CCOCC1)c1cn(-c2ccccc2)nc1-c1ccccc1
→ i, i, -3%, -0.4%, i, ?, 49%[activator], i, i, 1.1%, -4%
- O=C(CCCC(=O)N1CCN(c2ccccc2F)CC1)N1CCN(c2ccccc2F)CC1
→ i, i, 0%, -1.0%, i, ?, 20%, i, i, 0.5%, 0%
- CCOc1ccc2nc(NC(=O)C3CCN(S(=O)(=O)c4cnc[nH]4)CC3)sc2c1
→ ·, ·, 0%, -2.0%, ·, 5%, ·, ·, ·, 0.8%, 2%
- O=C(COc1ncnc2ccc(Br)cc12)Nc1ccc(N2CCOCC2)cc1
→ ?, i, -2%, -2.0%, i, 3%, 30%[activator], i, i, 0.0%, 1%
- COc1cc(C2C3C(C)N(C)C(=O)N(C)C3N(C)C(=O)N2C)ccc1O (stereo unspecified)
→ i, ?, 1%, 1.4%, i, 2%, -7%, i, i, -1.3%, 0%
- CCOC(=O)N1CCN(C(=O)c2ccc(CS(=O)(=O)c3c(Cl)cccc3Cl)o2)CC1
→ ·, ·, 2%, -2.1%, ·, -2%, ·, ·, ·, -0.4%, -1%
- COc1ccc(CNC(=O)Cc2ccc(OC)c(S(=O)(=O)N3CCOCC3)c2)cc1
→ ?, i, 5%, -5.8%, i, -2%, 4%, i, ?, 1.4%, -1%
- CCc1ccc(Nc2cc(C)nc3nc(C)nn23)cc1
→ ·, ·, -3%, 2.7%, ·, 22%, ·, ·, ·, -2.0%, -1%
- Cc1nc2c(C(=O)NCc3ccc4c(c3)OCO4)c[nH]n2c(=O)c1Cl
→ ?, i, -2%, 0.8%, i, 26%, -21%, i, i, -6.7%, -5%
- O=C(O)CCc1ccc(-c2ccc(Cl)cc2)n1CC(=O)O
→ ·, ·, -3%, -1.3%, ·, 8%[11.4 µM], -6%[7.66 µM], ·, ·, -1.0%, -1%
- CC(C)(C)c1[nH]nc2c1C(c1ccccc1OC(=O)N1CCOCC1)C(C#N)=C(N)O2 (stereo unspecified)
→ i, ?, -1%, -0.7%, i, 8%, 4%, ?, ?, -2.2%, -1%
- COc1cccc2cc(C(=O)N3CCC(C)CC3)c(=O)oc12
→ ·, ·, -2%, -0.5%, ·, 2%, ·, ·, ·, 1.0%, 0%
- Cc1ccc(-c2nc(CSCC(=O)N3CCOCC3)c(C)o2)cc1
→ ?, i, 1%, -1.4%, i, 1%, 3%, i, i, 0.4%, 0%
- CSCC[C@H](NC(=O)NCCc1ccc(F)cc1)C(=O)O
→ ?, i, 1%, -2.0%, i, 4%, 1%, i, ?, -0.9%, -2%
- CC(=O)Nc1c(C(=O)O)oc2ccc(Cl)cc12
→ i, i, 0%, 0.7%, i, 14%, -6%, i, i, 0.9%, -2%
- CC1CN(C2CCN(C(=O)c3ccccc3Cl)CC2)CC(C)O1 (stereo unspecified)
→ ?, i, ·, ·, i, ·, ·, i, i, ·, ·
- Cc1onc(-c2ccccc2)c1C(=O)NCCN1CCOCC1
→ ·, ·, 0%, -0.6%, ·, 12%, ·, ·, ·, 0.1%, -3%

10 entries from above, with bars between the fields.
Molecule | Fluorescein fluor | Texas Red fluor | Caspase-1 inhib | BRCT inh green | Rhodamine autofl | HEK293 cAMP ctrl | USP2a inh | 4-MU autofl | A350 fluor | BRCT inh red | Casp7 inh
CCc1ccc(Nc2cc(C)nc3nc(C)nn23)cc1 | · | · | -3% | 2.7% | · | 22% | · | · | · | -2.0% | -1%
Cc1nc2c(C(=O)NCc3ccc4c(c3)OCO4)c[nH]n2c(=O)c1Cl | ? | i | -2% | 0.8% | i | 26% | -21% | i | i | -6.7% | -5%
O=C(O)CCc1ccc(-c2ccc(Cl)cc2)n1CC(=O)O | · | · | -3% | -1.3% | · | 8%[11.4 µM] | -6%[7.66 µM] | · | · | -1.0% | -1%
CC(C)(C)c1[nH]nc2c1C(c1ccccc1OC(=O)N1CCOCC1)C(C#N)=C(N)O2 (stereo unspecified) | i | ? | -1% | -0.7% | i | 8% | 4% | ? | ? | -2.2% | -1%
COc1cccc2cc(C(=O)N3CCC(C)CC3)c(=O)oc12 | · | · | -2% | -0.5% | · | 2% | · | · | · | 1.0% | 0%
Cc1ccc(-c2nc(CSCC(=O)N3CCOCC3)c(C)o2)cc1 | ? | i | 1% | -1.4% | i | 1% | 3% | i | i | 0.4% | 0%
CSCC[C@H](NC(=O)NCCc1ccc(F)cc1)C(=O)O | ? | i | 1% | -2.0% | i | 4% | 1% | i | ? | -0.9% | -2%
CC(=O)Nc1c(C(=O)O)oc2ccc(Cl)cc12 | i | i | 0% | 0.7% | i | 14% | -6% | i | i | 0.9% | -2%
CC1CN(C2CCN(C(=O)c3ccccc3Cl)CC2)CC(C)O1 (stereo unspecified) | ? | i | · | · | i | · | · | i | i | · | ·
Cc1onc(-c2ccccc2)c1C(=O)NCCN1CCOCC1 | · | · | 0% | -0.6% | · | 12% | · | · | · | 0.1% | -3%

New compounds follow:
Each structure is followed by: Fluorescein fluor, Texas Red fluor, Caspase-1 inhib, BRCT inh green, Rhodamine autofl, HEK293 cAMP ctrl, USP2a inh, 4-MU autofl, A350 fluor, BRCT inh red, Casp7 inh
- Nc1cc(Cl)ccc1Oc1ccccc1
→ i, i, 1%, 0.9%, i, 3%, -8%, i, i, -1.7%, -2%
- CCOC(=O)c1ccn(-c2nc(-c3ccco3)cc(C(F)(F)F)n2)n1
→ ·, ·, -3%, -2.6%, ·, 11%, ·, ·, ·, 0.2%, 1%
- O=C(C1CC1)N1CCN=C1SCc1ccc(F)cc1
→ ·, ·, -3%, -0.6%, ·, -2%, ·, ·, ·, -0.5%, -2%
- O=C(Nc1ccc(S(=O)(=O)C(F)F)cc1)c1cccc(S(=O)(=O)N2CCOCC2)c1
→ i, i, -3%, -1.7%, i, 16%, 18%, i, i, -0.6%, -2%
- CCCC(c1nnnn1CCc1ccccc1)N1CCN(C(=O)c2ccco2)CC1 (stereo unspecified)
→ i, ?, 1%, 1.7%, i, ?, 6%, i, i, -0.1%, -2%
- COc1ccc(-n2c(Cc3cccs3)nnc2SCC(=O)Nc2ccc3c(c2)OCCO3)cc1
→ i, i, -10%, 0.3%, i, 12%, 37%[activator], i, i, -0.3%, -3%
- Nc1nnnn1/N=C/c1ccccn1
→ i, i, ·, ·, i, ·, ·, i, ?, ·, ·
- Cc1cc(C(=O)CN(Cc2ccc(F)cc2)S(=O)(=O)c2ccc3c(c2)OCCO3)c(C)n1C
→ i, i, -5%, 1.5%, i, -1%, 18%, i, i, -1.2%, 0%
- O=C(NC1CC2CCCC(C1)N2CC(=O)N1CCCc2ccccc21)C1CCCCC1 (stereo unspecified)
→ ?, ?, 3%, -0.2%, i, 27%, 18%, i, i, -2.3%, -2%
- COc1ccccc1C1/C(=C(\O)c2c(C)nc3c(C)cccn23)C(=O)C(=O)N1CCCN(C)C (stereo unspecified)
→ i, i, 1%, -0.7%, i, 12%, -5%, i, i, 0.0%, -2%
